Screening data from PubChem BioAssay.
D1 ag: Allosteric Agonists of the Human D1 Dopamine Receptor: qHTS; activation, % at 2 µM; HEK293 T-REx D1 cells, calcium flux, agonist mode; AID 504660, 2011; actives 1% (n = 360,000); in the data active = activation above about 30%; note: 0% is about no effect
Target sequence (P21728 whole entry, looked up): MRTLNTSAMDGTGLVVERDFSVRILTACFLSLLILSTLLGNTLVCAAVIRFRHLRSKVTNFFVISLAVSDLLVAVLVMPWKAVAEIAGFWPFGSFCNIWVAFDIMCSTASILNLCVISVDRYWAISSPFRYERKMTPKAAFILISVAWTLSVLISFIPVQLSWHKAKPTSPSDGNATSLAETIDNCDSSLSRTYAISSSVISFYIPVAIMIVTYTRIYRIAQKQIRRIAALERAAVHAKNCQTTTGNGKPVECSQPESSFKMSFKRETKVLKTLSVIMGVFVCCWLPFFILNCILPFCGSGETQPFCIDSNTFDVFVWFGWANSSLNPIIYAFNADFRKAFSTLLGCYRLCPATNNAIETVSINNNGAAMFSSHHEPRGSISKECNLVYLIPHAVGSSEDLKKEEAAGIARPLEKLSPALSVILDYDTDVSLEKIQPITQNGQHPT
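Tetracycline-induced HEK293 TREx D1 cells, force-coupled to calcium signalling, were dye-loaded with a no-wash calcium kit. Compound was pin-added after a 10 s baseline. Fluorescence was read kinetically at 1 cycle/s for 180 s, with calcium rises flagged as agonism.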
D2 PAM: HTS Assay for Positive Allosteric Modulators of the Human D2 Dopamine Receptor: Primary Screen for Potentiators; D(2) dopamine receptor (Homo sapiens), P14416; HEK293 T-REx D2, calcium flux, EC20 dopamine potentiation; potentiation, % at 10 µM; actives 0.34% (n = 340,000);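 active = potentiation over 3 SD above the plate norm, cut at about 30% in these data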; note: 0% is about no effect
Target sequence (P14416 whole entry, looked up): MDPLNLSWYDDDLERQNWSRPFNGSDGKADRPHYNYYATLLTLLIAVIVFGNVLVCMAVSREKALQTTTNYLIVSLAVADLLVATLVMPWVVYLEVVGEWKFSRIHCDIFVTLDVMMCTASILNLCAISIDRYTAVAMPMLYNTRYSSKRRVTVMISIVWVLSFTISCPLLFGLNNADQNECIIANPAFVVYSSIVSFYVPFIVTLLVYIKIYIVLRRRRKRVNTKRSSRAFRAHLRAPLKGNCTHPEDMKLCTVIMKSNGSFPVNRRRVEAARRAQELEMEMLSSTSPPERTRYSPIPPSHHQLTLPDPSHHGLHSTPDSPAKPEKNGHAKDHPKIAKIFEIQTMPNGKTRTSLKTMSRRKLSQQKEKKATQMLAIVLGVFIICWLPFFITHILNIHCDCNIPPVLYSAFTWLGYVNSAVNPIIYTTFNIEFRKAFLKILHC
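Calcium flux readout, no-wash dye, 1 read/s. Inducible HEK293 Trex D2 line, overnight 30 C. Compound alone 180 s (agonist flags), then EC20 dopamine, another 180 s to score potentiation.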
RXFP1 agonist: qHTS Assay for Agonists of the Relaxin Receptor RXFP1; actives 0.3% (n = 370,000); Relaxin receptor 1 (Homo sapiens), Q9HBX9; HEK293T-RXFP1 cAMP TR-FRET, 30 min; response scale: percent of porcine relaxin response, buffer zero; Potency, µM (series often up to 57.5 µM), for the others: at the highest dose activation, most hits filed as activators; note: potency is the fitted concentration of half-maximal effect; % is set by controls: 0 for no effect and ±100 for the full control effect; nearly all actives have a fitted effect of over 60% in size; many of its hits are not listed in these tables
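HEK293 cells stably expressing RXFP1, treated 30 min at 37C with compounds plus PDE4 inhibitor Ro 20174; cAMP measured by HTRF TR-FRET. Normalized to buffer and 29 nM porcine relaxin; EC50 by Hill fit.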
Anesthetic bind: qHTS Assay for Identification of Novel General Anesthetics. apoferritin/1-aminoanthracene competitive binding, fluorescence. Potency, µM (doses to about 77.5 µM), without a hit: top-dose activity change, negative = displacement, most hits filed as inhibitors. actives 0.074% (n = 350,000). AID 485281, 2010; note: potency is the fitted concentration of half-maximal effect; % is set by controls: 0 for no effect and ±100 for the full control effect; nearly all actives have a fitted effect of over 20% in size
Target sequence (P02791 2-175 limits assumed): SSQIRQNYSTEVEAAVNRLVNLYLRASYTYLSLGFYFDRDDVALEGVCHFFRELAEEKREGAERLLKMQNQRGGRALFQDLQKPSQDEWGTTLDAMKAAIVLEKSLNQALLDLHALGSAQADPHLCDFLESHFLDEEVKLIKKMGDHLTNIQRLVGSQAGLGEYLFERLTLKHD
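Read-out: endpoint 1-AMA fluorescence, excitation 380 nm and emission 535 nm, after compounds sit 10 min at room temperature with 10 uM horse-spleen apoferritin in 50% saturated 1-AMA/PBS. Values come from four-parameter Hill fits.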
RXFP1 antagonist: qHTS Assay for Antagonists of the Relaxin Receptor RXFP1; Relaxin receptor 1 (Homo sapiens), Q9HBX9; AID 1259400, 2018; actives 0.59% (n = 350,000); activity change, negative = inhibition, % at 57.5 µM; HEK293-RXFP1, relaxin-stimulated cAMP HTRF, 30 min; active compounds read low;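 active = activity change of -60% or lower, but not beyond a set lower limit; inconclusive = change between -60% and -40%, or beyond the set limit; inactive = change above -40%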; note: % is set by controls: 0 for no effect and ±100 for the full control effect
D1 antagonist: Antagonist of Human D 1 Dopamine Receptor: qHTS; D(1A) dopamine receptor (Homo sapiens), P21728; HEK293 TREx D1 cells, calcium flux, dopamine EC80; active compounds read low; activity change, negative = inhibition, % at 10 µM; actives 3.2% (n = 360,000); AID 504652, 2011; in the data active = activity change below about -30%; note: % is set by controls: 0 for no effect and ±100 for the full control effect
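Tetracycline-induced HEK293 T-REx cells with force-coupled D1 receptor were loaded with a no-wash calcium dye. Compound was added after a 10 s baseline and read kinetically for 180 s; EC80 dopamine was then added and calcium flux followed another 180 s.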
TRHR enhancer: qHTS for Small Molecule Agonists and Allosteric Enhancers of Human TRH Receptor: Primary Screen for Enhancers; actives 0.66% (n = 360,000); enhancement, % at 2 µM; AID 493056, 2011; Thyrotropin-releasing hormone receptor (Homo sapiens), P34981; TRHR cells, fluo-8 calcium fluorescence, EC20 TRH enhancement; in the data active = enhancement above about 30%; note: 0% is about no effect
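TRHR-expressing cells loaded with fluo-8 calcium dye were read kinetically (ex 480/em 530) during compound addition, then stimulated with an EC20 of TRH (10 nM final). Enhancement of the Gq-mediated intracellular calcium response was scored.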
TRHR agonist: qHTS for Small Molecule Agonists and Allosteric Enhancers of Human TRH Receptor: Primary Screen for Agonists | AID 493084, 2011 | TRHR cells, calcium flux fluo-8, FDSS agonist mode | Thyrotropin-releasing hormone receptor (Homo sapiens), P34981 | activation, % at 2 µM | actives 0.18% (n = 360,000); in the data active = activation above about 30%; note: 0% is about no effect
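Agonist-mode FDSS calcium read (Ex 480/Em 530, 1 s cycles) in 1536-well TRHR cells with fluo-8 dye, after 10-cycle baseline and 23 nL compound addition; TRH at EC20 (10 nM final) added afterwards for the enhancer phase.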
D1 PAM: Potentiators of Human D1 Dopamine Receptor: qHTS. actives 0.036% (n = 360,000). potentiation, % at 10 µM. HEK293 TREx D1 cells, calcium flux, dopamine EC20 potentiation; in the data active = potentiation above about 30%; note: 0% is about no effect
An asterisk follows results filed as active; ? = inconclusive; . = not tested or not shown; [ ] = another dose, or the depositor's remark. Unless noted, calls come from the whole dose curve; as a rule, active = well fitted curve in the direction sought with a large enough effect; inconclusive = small, poorly fitted or top-dose-only effect, or another doubt; inactive = no such curve, though single readings can be large; an effect the other way counts as inactive or inconclusive.

Fields: RXFP1 agonist	D1 ag	D1 antagonist	RXFP1 antagonist	Anesthetic bind	TRHR enhancer	D2 PAM	TRHR agonist	D1 PAM
COc1cc(C(=S)N2CCOCC2)cc(OC)c1OC(=O)c1ccc([N+](=O)[O-])cc1[N+](=O)[O-]
→ -1.2%	1.6	-16.4	12.9	?	-7.6	8.0	-0.1	1.7
CCOc1ccc(NC(=O)CN(c2ccc([N+](=O)[O-])cc2)S(=O)(=O)c2ccccc2)cc1
→ -0.3%	-0.7	-12.0	.	-6.0%	3.5	-6.1	0.4	5.6
COc1ccccc1NC(=O)C(Cc1ccccc1)NS(=O)(=O)c1ccc2c(c1)CCN2C(C)=O (stereo not given)
→ -1.1%	1.9	1.3	-0.6	-0.9%	-4.5	-4.6	-0.9	0.1
O=C(c1ccccc1)c1ccccc1NC(=O)C1CCCN1Cc1ccccc1 (stereo not given)
→ 1.0%	7.2	2.2	-7.1	-5.5%	-2.8	15.1	0.3	-2.2
Cc1cccc(NC(=O)COc2ccc3oc4c(c3c2)CCCC4)n1
→ -0.2%	-3.2	1.0	-2.6	-20.0%	-2.2	13.8	-1.2	0.8
CC1Cc2cc(S(=O)(=O)NCCc3ccc(Cl)cc3)ccc2N1C(=O)C1CCC1 (stereo not given)
→ 1.3%	3.0	3.4	-10.3	30.5%[activator]	-7.5	7.2	1.6	1.2
Cc1cc(S(=O)(=O)Nc2c(C)ccc3nsnc23)ccc1F
→ 1.7%	-2.9	18.6	6.5	-15.9%	10.7	-7.5	-0.4	-3.2
CCCOC(=O)c1ccc(-n2nnnc2SCC(=O)N2CCCCC2)cc1
→ 0.1%	4.2	-2.3	-1.5	?	-10.8	12.5	-0.2	4.3
CCCc1cc(=O)[nH]c(SCC(=O)c2c(N)n(CC(C)C)c(=O)n(C)c2=O)n1
→ 0.3%	0.8	1.6	-15.6	.	38.3*	-5.1	0.2	-1.9
COc1ccc(S(=O)(=O)N2CCC(C(=O)NC(C)CCc3ccccc3)CC2)cc1 (stereo not given)
→ -2.4%	0.1	2.0	-2.7	-3.7%	0.6	-4.2	-0.4	0.1
Cc1ccc(/C=C/c2nc3ccccc3n2S(=O)(=O)c2ccc(Br)cc2)cc1
→ 1.0%	1.7	-0.3	-34.2	-15.4%	-2.4	-6.3	0.3	-3.2
CCOc1ccccc1N1CCN(Cc2ccc(OC)c(OC)c2OC)CC1
→ 0.2%	-1.2	-3.7	3.8	-14.5%	5.1	0.9	-0.5	-0.8
CCOC(=O)c1ccccc1N1C(=O)CSC1=S
→ 1.9%	0.8	-2.5	-2.5	-15.9%	-1.1	-0.3	0.0	3.1
Cc1ccc2nc(-c3ccc(C)c(NC(=O)CSc4ccc(Cl)cc4)c3)oc2c1
→ 2.5%	-0.6	2.6	-3.9	-2.8%	2.3	6.2	1.4	-3.6
CCCN(CCC)CC(O)Cn1cc(/C=C/C(=O)c2cccs2)c2ccccc21 (stereo not given)
→ 1.0%	93.8*	-20.9	.	36.3%[activator]	8.6	-11.8	8.4	-6.3
COc1cc(OC)cc(C(=O)Nc2cc(C)on2)c1
→ -0.6%	-1.6	8.6	-2.9	-3.1%	-0.4	-6.4	0.2	-8.8
Cc1ccccc1CNC(=O)c1oc2c(c1C)-c1nn(Cc3ccc(Cl)cc3)cc1CC2
→ -0.5%	1.2	6.8	-31.9	-1.9%	-3.8	-5.4	0.0	1.3
Cc1ccc(C(=O)NC(=S)NCC2CCCO2)cc1[N+](=O)[O-] (stereo not given)
→ 1.3%	-0.2	.	-6.6	-4.1%	0.2	-0.8	-0.4	-5.8
CC1(C)NC(=O)N(c2ccccc2Cl)C1(C)NO (stereo not given)
→ 2.9%	1.4	5.7	1.3	6.9%	-4.5	-4.1	-0.6	11.3
COc1cccc(C(=O)O/N=C(\N)c2ccc([N+](=O)[O-])cc2)c1OC
→ -0.8%	4.0	-19.2	-0.3	-11.4%	2.8	5.8	-0.2	-4.5
COc1ccc(F)cc1S(=O)(=O)Nc1cc2c3c(c1)CC(=O)N3CCC2
→ 3.0%	2.5	-17.1	-5.7	.	6.9	.	0.1	-6.0
CCCCN1C(=O)C(=O)N(c2ccccc2)C1=S
→ -0.6%	2.5	6.7	5.1	?	-6.1	-6.0	0.5	2.0
CC/C(=N/N=C(\CC)c1ccccc1)c1ccccc1
→ -0.1%	-0.4	-46.3*	4.6	3.0%	8.0	13.9	-0.3	-2.4
COC(=O)c1ccc(NC(=O)c2cccc(C)c2[N+](=O)[O-])cc1
→ -1.2%	7.7	-19.2	10.8	-16.2%	2.8	-2.4	-0.1	-2.9
COc1ccc(NC(=O)c2sc(N3CCOCC3)nc2-c2ccccc2)c(OC)c1
→ -2.2%	4.7	-11.9	5.9	177.2%[activator]	1.1	3.1	-0.9	-1.2
O=C(Cn1cc(S(=O)(=O)c2ccc(F)cc2)c(=O)c2cc3c(cc21)OCO3)Nc1ccccc1
→ ?	1.7	-33.9*	.	-2.9%	0.8	-10.2	1.7	0.1
COc1ccc(-n2c3c(cc(C(=O)NNc4ccccc4)c2=O)C(=O)CC(C)(C)C3)cc1
→ -0.6%	-1.6	1.3	3.2	-17.1%	-0.5	-5.1	-0.3	-1.1
Cc1cc(C)nc(SCC(=O)OCN2C(=O)c3ccccc3C2=O)n1
→ 0.5%	-0.3	4.3	.	-6.2%	-1.5	9.5	0.5	-3.7
Cc1sc2nc(C3CC3)nc(N3CCN(C(=O)c4ccc(F)cc4)CC3)c2c1C
→ 4.4%	1.5	-6.0	-10.0	-4.0%	-0.2	7.4	-0.5	-3.5
CCO/C=C1\N=C(c2ccc(F)cc2)OC1=O
→ -0.2%	4.7	2.1	-11.0	3.7%	-1.4	-14.8	-0.4	-5.2
CNC(=O)c1c(NC(=O)c2ccc(S(=O)(=O)N3CCC(C)CC3)cc2)sc2c1CCC2
→ 0.4%	1.2	10.1	-12.8	30.8%[activator]	-1.3	-0.1	0.1	-3.0
Cc1onc(-c2ccccc2Cl)c1C(=O)Nc1c(C)n(C)n(-c2ccccc2)c1=O
→ 1.2%	1.6	21.6	17.0	-2.5%	1.0	10.0	-0.3	4.3
CNC(=O)N(O)C1N(/N=C/c2ccccc2OC)C(=S)SC1(C)C (stereo not given)
→ 3.4%	1.0	-20.1	-9.1	-2.7%	-6.1	11.1	0.2	-3.5
CCOc1ccc(CNS(=O)(=O)c2c(C)nc3sccn3c2=O)cc1OC
→ 1.9%	0.5	3.6	.	-15.0%	-6.3	3.1	0.3	-7.4
CNC(=S)N1N=C(c2ccc(C)cc2)CC1c1ccc(N(C)C)cc1 (stereo not given)
→ 0.7%	36.5*	-9.7	-1.1	-11.5%	-0.2	4.7	-0.3	0.6
C[n+]1cc(-c2ccccc2)oc1-c1ccccc1
→ 1.0%	1.3	-12.0	3.3	4.1%	1.8	-5.7	2.0	2.8
COC(=O)c1nc2n(n1)C(c1cc(OC)ccc1OC)C(C(=O)OC1CCCCC1)=C(C)N2 (stereo not given)
→ -2.9%	10.8	1.3	-15.9	-13.9%	8.6	-1.6	2.2	-0.2
NC(=O)C1=C[C@H](c2ccc(C(F)(F)F)cc2)C[C@H](OCc2ccc(CO)cc2)O1
→ 1.1%	1.9	-8.0	.	-13.0%	1.2	-15.4	0.3	3.1
Cn1c(Cc2c[nH]c3ccccc23)n[nH]c1=S
→ -1.4%	2.0	11.7	-6.9	?	4.6	-6.6	-0.1	3.8
Cc1cc(C(C)(C)C)cc(C)c1CCNC(=O)c1c(C)noc1C
→ 1.6%	9.5	-13.7	-29.2	.	5.0	-6.4	1.2	-3.8
Cc1nc(-c2ccc(Cl)cc2)sc1C1(C)CC(c2ccc([N+](=O)[O-])cc2)=NO1 (stereo not given)
→ -1.2%	3.0	6.8	.	-1.0%	-2.3	6.2	0.6	9.3
CSc1ccc(S(=O)(=O)NCC(=O)OCC(=O)N2CCCCC2C)cc1[N+](=O)[O-] (stereo not given)
→ 0.2%	1.3	-7.3	9.4	.	-2.1	-18.0	0.3	1.5
COc1cc(OC)c(S(=O)(=O)Nc2ccccc2N2CCCCC2)cc1NC(C)=O
→ 0.8%	1.8	8.0	0.1	-15.1%	-6.0	0.5	0.8	6.7
O=C(CSc1nc(-c2ccccc2F)nc2cc(=O)[nH]n12)Nc1cccc(C(F)(F)F)c1
→ 30.0%	3.7	-15.7	.	?	0.6	2.2	-0.2	-2.1
O=S(=O)(NCCNS(=O)(=O)c1cccs1)c1cccs1
→ -1.9%	2.8	10.6	-0.4	-10.8%	12.1	2.0	0.1	-0.1
O=C(OCc1cnc(Cl)s1)c1cccc(Cl)c1Cl
→ 0.7%	2.8	-6.2	-1.7	-10.3%	-10.8	-2.4	-0.4	-3.9
COc1ccc(CCNC(=O)CN(c2ccccc2OC)S(C)(=O)=O)cc1
→ 1.0%	5.0	-17.2	-2.6	-1.8%	-4.6	-0.5	0.3	3.1
COC(=O)Nc1cc(C(F)(F)F)ccc1N1CCN(c2ccccc2)CC1
→ -0.8%	2.5	3.5	-16.1	2.1%	6.4	7.7	-0.2	5.7

Part of the list above, with each value named:
SMILES: COc1cc(OC)cc(C(=O)Nc2cc(C)on2)c1
  RXFP1 agonist: -0.6%; D1 ag: -1.6; D1 antagonist: 8.6; RXFP1 antagonist: -2.9; Anesthetic bind: -3.1%; TRHR enhancer: -0.4; D2 PAM: -6.4; TRHR agonist: 0.2; D1 PAM: -8.8

SMILES: Cc1ccccc1CNC(=O)c1oc2c(c1C)-c1nn(Cc3ccc(Cl)cc3)cc1CC2
  RXFP1 agonist: -0.5%; D1 ag: 1.2; D1 antagonist: 6.8; RXFP1 antagonist: -31.9; Anesthetic bind: -1.9%; TRHR enhancer: -3.8; D2 PAM: -5.4; TRHR agonist: 0.0; D1 PAM: 1.3

SMILES: Cc1ccc(C(=O)NC(=S)NCC2CCCO2)cc1[N+](=O)[O-] (stereo not given)
  RXFP1 agonist: 1.3%; D1 ag: -0.2; D1 antagonist: .; RXFP1 antagonist: -6.6; Anesthetic bind: -4.1%; TRHR enhancer: 0.2; D2 PAM: -0.8; TRHR agonist: -0.4; D1 PAM: -5.8

The list is partial (hit frequency here may not be typical).
